Screening results deposited in PubChem by several laboratories.
RGS8-Gao – human RGS8-Galphao interaction regulation. P09471. 220,000 compounds, 0.34% hits. multiplexed bead flow cytometry, RGS8-Galphao binding; actives lie on both sides. response (percent of control binding), % at 10 µM; in the data active = response below about 60% or above about 140%; inactive = in between;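 also: Galphao activated as the GDP aluminium fluoride complex binding bead-coupled RGS8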
Target sequence (P09471 whole entry, looked up): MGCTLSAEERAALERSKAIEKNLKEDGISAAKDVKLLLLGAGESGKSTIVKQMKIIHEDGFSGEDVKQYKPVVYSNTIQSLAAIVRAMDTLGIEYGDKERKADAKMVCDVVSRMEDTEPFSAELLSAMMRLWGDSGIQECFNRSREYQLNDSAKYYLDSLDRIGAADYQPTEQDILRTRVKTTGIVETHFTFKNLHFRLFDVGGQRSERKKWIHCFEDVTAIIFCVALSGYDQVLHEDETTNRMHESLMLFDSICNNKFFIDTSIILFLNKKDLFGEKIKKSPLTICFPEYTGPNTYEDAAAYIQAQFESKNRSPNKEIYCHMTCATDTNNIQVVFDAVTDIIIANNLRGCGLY
Pf gamet viab – P. falciparum stage V gametocyte viability inhibition | P. falciparum stage V gametocytes, ATP luminescence, 24 h | AID 743093 | inhibition, % at 10.9 µM | 150,000 compounds, 0.065% hits;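 active = inhibition above the mean plus 3 SD of compounds within the control limits, set per campaign, cut at about 38% in these data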;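 also: 0% = DMSO wells and 100% = medium only without gametocytes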
Mcl1-Noxa inh – Mcl-1/Noxa interaction inhibition; TR-FRET Mcl-1/Noxa peptide binding, 2 h; 220,000 compounds, 1.5% hits; inhibition, % at 21.7 µM; AID 1022;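 active = compounds that cut the protein-peptide binding signal by more than 50% relative to plate controls in a single-dose test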;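 also: His-tagged Mcl-1 with rhodamine Noxa BH3 peptide and terbium anti-His antibody; 0% = Mcl-1 plus Noxa peptide wells and 100% = peptide-only wells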
Target sequence (Q07820 whole entry, looked up): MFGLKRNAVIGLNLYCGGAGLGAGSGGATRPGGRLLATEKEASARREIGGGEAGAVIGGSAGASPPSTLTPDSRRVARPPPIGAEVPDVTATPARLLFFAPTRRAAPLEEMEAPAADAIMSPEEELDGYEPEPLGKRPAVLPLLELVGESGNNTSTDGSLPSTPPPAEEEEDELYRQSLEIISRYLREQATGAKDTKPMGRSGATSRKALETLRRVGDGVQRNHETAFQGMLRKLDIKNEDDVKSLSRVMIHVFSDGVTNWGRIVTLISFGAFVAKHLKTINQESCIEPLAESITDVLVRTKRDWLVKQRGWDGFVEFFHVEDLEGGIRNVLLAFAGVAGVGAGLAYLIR
Rab7 wt modul – alters GTP binding to wildtype dog Rab7; GST-Rab7 beads, fluorescent GTP binding, flow cytometry; actives lie on both sides; untreated = 100%, excess cold GTP = 0%; GTP binding activity (percent of control), % at 10 µM; 190,000 compounds, 0.055% hits;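 active = fluorescent GTP binding to Rab7 beads changed by at least 20 points from the 100% baseline, either direction, mostly lower; inconclusive = compound itself probably fluorescent, or too few beads counted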;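 also: median green fluorescence of bound Bodipy-FL-GTP per Rab7 bead population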
Rac1 wt GTP bind – modulators of human Rac1 wildtype GTP binding; AID 757; GST-Rac1 beads, fluorescent GTP binding, flow cytometry; actives lie on both sides; 0 = cold GTP competed, 100 = untreated; P63000; 190,000 compounds, 0.27% hits; GTP binding activity (% of control), % at 10 µM;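 active = GTP binding activity at least 20 points away from the 100% control level, either lower or higher; inconclusive = compound flagged as likely green fluorescent, judged across all proteins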
Rab2A wt mod – changes GTP binding to wildtype dog Rab2A, up or down; P61105; GST-Rab2 wt beads, Bodipy-GTP binding, flow cytometry; GTP binding activity, % at 10 µM; 190,000 compounds, 0.19% hits;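 active = GTP binding activity at least 20 points away from 100%, either lowered or raised; inconclusive = signal likely due to the compound's own green fluorescence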;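 also: 0% = beads with excess unlabeled GTP and 100% = no-compound control corrected for plate trend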
Mcl1-Bid inh – disrupts binding of human Mcl-1 to Bid peptide. Q07820. TR-FRET Mcl-1/Bid-Dy647 peptide binding, 1536-well. inhibition, % at 21.7 µM. 220,000 compounds, 0.97% hits. AID 1021;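 active = compounds that cut the binding signal by more than half at the single screening dose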;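 also: His-tagged Mcl-1 with europium anti-His antibody binding Bid BH3 peptide; 0% = Mcl-1 plus peptide wells and 100% = peptide-only wells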
Mcl-1 Bim block – inhibitors of Bim-Mcl-1 interaction, human. Bead-based flow cytometry, Bim peptide-Mcl-1 binding. inhibition, % at 10 µM. 190,000 compounds, 0.1% hits. AID 1009; in the data active = inhibition above about 40%;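 also: 0% = no compound tracer wells and 100% = peptide blocker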
Cdc42 wt GTP – human Cdc42 wildtype GTP binding change, either direction. percent activity (GTP binding), % at 10 µM. GST-Cdc42 beads, Bodipy-GTP binding, flow cytometry; actives lie on both sides. 190,000 compounds, 0.2% hits;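 active = percent activity GTP binding at least 20 points away from the 100% baseline, either down as inhibitor or up as activator; inconclusive = compound flagged as likely green fluorescent from well-wide comparison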;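 also: median bead fluorescence of bound Bodipy-FL-GTP at 100 nM; 0% = excess unlabeled GTP control and 100% = no compound control; below 100% means less GTP binding so inhibitor and above means activator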
Target sequence (P60953 whole entry, looked up): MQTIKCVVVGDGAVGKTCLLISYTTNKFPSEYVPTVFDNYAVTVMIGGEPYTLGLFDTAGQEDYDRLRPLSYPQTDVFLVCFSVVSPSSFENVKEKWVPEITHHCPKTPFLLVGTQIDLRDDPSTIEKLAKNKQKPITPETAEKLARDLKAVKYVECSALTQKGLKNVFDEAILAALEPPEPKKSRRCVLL
Rac1 act GTP bind – modulators of GTP binding to human Rac1 activated mutant; P63000; GST-Rac1 activated beads, fluorescent GTP binding, flow cytometry; actives lie on both sides; 100% means binding = to untreated wells; percent activity (GTP binding), % at 10 µM; 190,000 compounds, 0.11% hits; AID 764;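 active = GTP binding at least 20 percentage points away from the 100% baseline, in either direction, so actives lie on both sides; inconclusive = Compound likely fluorescent itself, or too few beads counted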
HRas wt GTP – modulators of GTP binding to human HRas wildtype. AID 759. GTP binding activity, % at 10 µM. P01112. 190,000 compounds, 0.14% hits. GST-Ras wt beads, Bodipy-FL-GTP binding, flow cytometry; actives lie on both sides;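 active = GTP binding activity at least 20% away from the 100% baseline, either lowered as inhibitor or raised as activator; inconclusive = flagged as likely green fluorescent, judged across all proteins in the well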;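 also: 0% = unlabeled GTP competition control and 100% = no-compound control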
Active calls of the source: *; ? = inconclusive; . = no result given.

no.	canonical_smiles	RGS8-Gao	Pf gamet viab	Mcl1-Noxa inh	Rab7 wt modul	Rac1 wt GTP bind	Rab2A wt mod	Mcl1-Bid inh	Mcl-1 Bim block	Cdc42 wt GTP	Rac1 act GTP bind	HRas wt GTP
1	COc1ccc2nc(Cl)c(C#N)cc2c1	103	-2	-9	91	93	91	-6	0	92	93	91
2	Cc1cc(C)nc(NCCC(=O)O)n1	97	-7	24	98	101	96	-6	-1	98	97	99
3	Cc1csc2ncc(C(=O)NCc3ccco3)c(=O)n12	109	.	29	91	106	99	-3	2	99	98	98
4	Cc1cc([N+](=O)[O-])ccc1NC(=O)C(C)N1CCN(c2ccccn2)CC1 (stereo not given)	98	2	2	104	98	100	-36	2	102	97	100
5	Cc1c(NS(=O)(=O)c2cccc(C(=O)NCc3ccncc3)c2)c(=O)n(-c2ccccc2)n1C	98	10	-10	102	103	100	-39	3	98	98	98
6	CCCC(=O)Nc1ccc(-c2ccc(NC(=O)CCC)cc2)cc1	100	25	5	102	105	100	-4	1	103	102	102
7	Cc1cn(C(=O)C(C)N2C(=O)c3ccccc3C2=O)c(C)n1 (stereo not given)	102	.	-1	107	108	104	1	0	104	104	107
8	CN(C)S(=O)(=O)c1ccc2oc(SCC(=O)NCC(F)(F)F)nc2c1	110	-36	-6	98	103	106	-20	-3	106	103	103
9	CO/N=C/Cc1c([N+](=O)[O-])c(C)nn1C	103	-5	6	93	98	98	-30	4	98	98	99
10	Cc1ccc(-c2cc(-c3ccccc3)c(C#N)c(Br)n2)cc1	103	-12	-9	103	104	100	-16	0	102	99	101

Record cards, from the list above. Order of screens: RGS8-Gao	Pf gamet viab	Mcl1-Noxa inh	Rab7 wt modul	Rac1 wt GTP bind	Rab2A wt mod	Mcl1-Bid inh	Mcl-1 Bim block	Cdc42 wt GTP	Rac1 act GTP bind	HRas wt GTP
Cc1cc(C)nc(NCCC(=O)O)n1 is entered as 97	-7	24	98	101	96	-6	-1	98	97	99
CN(C)S(=O)(=O)c1ccc2oc(SCC(=O)NCC(F)(F)F)nc2c1 is entered as 110	-36	-6	98	103	106	-20	-3	106	103	103

Continuation.
no.	canonical_smiles	RGS8-Gao	Pf gamet viab	Mcl1-Noxa inh	Rab7 wt modul	Rac1 wt GTP bind	Rab2A wt mod	Mcl1-Bid inh	Mcl-1 Bim block	Cdc42 wt GTP	Rac1 act GTP bind	HRas wt GTP
11	CC(C)C(OC(=O)C1=Cc2ccccc2OC1)C(=O)NC1CCCC1 (stereo not given)	88	3	10	102	106	102	-15	-1	104	101	101
12	CCSc1nc2ccccc2n1CCC(=O)O	99	-5	-29	104	101	102	4	-3	100	98	101
13	CCC(C)(C)C(=O)Nc1cc([N+](=O)[O-])ccc1F	104	15	-15	100	102	100	-7	-2	100	102	103
14	Cc1scc(C(=O)NNC(=S)NC(C)c2ccccc2)c1C (stereo not given)	91	-19	-35	94	98	99	-53	-2	97	98	99
15	N/C(=N\OC(=O)c1ccc(Cl)cc1)c1nonc1N	101	0	12	102	102	101	-5	-5	101	99	102
16	O=C(CCN1CCc2ccccc2C1)Nc1ccccc1F	96	.	-9	96	102	98	-3	-3	99	97	97
17	CCOc1ccccc1CNn1nnnc1N	92	7	-22	100	101	99	4	-3	98	100	100
18	O=C(N/N=C1/C(=O)c2cccc3cccc1c23)c1ccc(Cl)cc1	99	.	26	99	96	95	88*	-5	94	94	96
19	COc1ccccc1OCC(=O)n1cc(C(=O)c2cc(Cl)cc(Cl)c2O)cn1	99	-5	32	96	97	94	-35	-5	94	95	93
20	CCOC(=O)C(NC(=O)c1ccc(OC)cc1)(OCC1(CC)COC1)C(F)(F)F (stereo not given)	99	.	-10	102	102	99	-27	2	96	95	102
21	COc1ccccc1N(CC(=O)NC1CCCC1)C(=O)CCC(=O)Nc1cc(C)on1	100	-18	17	100	104	100	2	-3	102	101	100
22	COc1ccc(C(=O)C2CN(c3ccccc3)CC2c2ccc(Cl)cc2)cc1 (stereo not given)	98	18	4	96	100	97	-19	-4	99	98	98
23	COc1ccc(C(=O)NCC(=O)OCC(=O)N2CCC(C)CC2)cc1OC	100	.	-4	92	97	95	-23	-5	94	95	95
24	Cc1ccc(CNC(=O)COC(=O)c2cncc(Br)c2)cc1	100	.	-3	96	101	98	-5	-2	99	98	97
25	O=C(Nc1ccccc1)N1CCCN(Cc2ccccc2F)C1	100	.	21	97	97	95	-12	-3	98	98	99
26	COc1ccccc1/C=N/NC(=O)CCSc1ccccc1	102	-3	9	100	101	99	-5	-3	98	98	98
27	CCCc1n[nH]c2c1/C(=N\O)CCC2	103	.	11	100	94	94	3	1	98	94	97
28	O=C(CCN1C(=O)C2CC=C(Cl)CC2C1=O)NCc1ccccc1 (stereo not given)	104	.	4	98	110	100	-9	-1	102	99	102
29	Cc1c(C(=O)O)oc2c(F)cccc12	100	17	0	94	94	93	9	-1	95	92	95
30	COc1cc(C(=S)N2CCOCC2)ccc1O	94	.	22	103	100	97	-30	-1	99	95	98

Looked up by structure from above:
no.	canonical_smiles	RGS8-Gao	Pf gamet viab	Mcl1-Noxa inh	Rab7 wt modul	Rac1 wt GTP bind	Rab2A wt mod	Mcl1-Bid inh	Mcl-1 Bim block	Cdc42 wt GTP	Rac1 act GTP bind	HRas wt GTP
25	O=C(Nc1ccccc1)N1CCCN(Cc2ccccc2F)C1	100	.	21	97	97	95	-12	-3	98	98	99
28	O=C(CCN1C(=O)C2CC=C(Cl)CC2C1=O)NCc1ccccc1 (stereo not given)	104	.	4	98	110	100	-9	-1	102	99	102
27	CCCc1n[nH]c2c1/C(=N\O)CCC2	103	.	11	100	94	94	3	1	98	94	97

(list continues)
no.	canonical_smiles	RGS8-Gao	Pf gamet viab	Mcl1-Noxa inh	Rab7 wt modul	Rac1 wt GTP bind	Rab2A wt mod	Mcl1-Bid inh	Mcl-1 Bim block	Cdc42 wt GTP	Rac1 act GTP bind	HRas wt GTP
31	CC(=O)NC1C(OCc2ccccc2)OC(CO)C(OC(C)=O)C1OC(C)=O (stereo not given)	102	-27	-19	101	107	99	-52	0	101	100	100
32	Cn1c(=O)n(Cc2ccc(F)cc2)c(=O)c2c1nc1n2CCCN1Cc1ccccc1	98	12	14	91	84	91	9	0	89	92	91
33	COc1ccc(NC(=O)c2cc(-c3cc(C)ccc3O)n[nH]2)cc1Cl	101	3	-4	101	108	98	0	-3	104	100	102
34	CCN(C(=O)COC(=O)/C=C/c1cnc2ccccc2n1)C1CCS(=O)(=O)C1 (stereo not given)	104	-10	-16	101	96	96	-25	-1	95	92	96
35	CCOC(=O)c1c(C)[nH]c(C)c1C(=O)CSc1nc2ccccc2c(=O)n1-c1ccccc1C	92	4	26	103	106	98	5	-5	99	98	100
36	O=C(Nc1nn(Cc2ccccc2F)cc1Br)c1cccs1	99	16	8	92	97	96	-17	0	96	96	98
37	CN(C)S(=O)(=O)c1ccc(NC(=O)COC(=O)C2COc3ccccc3O2)cc1 (stereo not given)	102	-8	12	92	96	95	-28	3	95	93	97
38	CCOC(=O)N1CCN(C(=O)c2cccc(NC(=O)c3ccco3)c2)CC1	98	20	4	?	?	?	0	1	?	?	?
39	Cc1ccc(NC(=O)CN(C)C(=O)CSc2nc(C)cs2)cc1	100	.	8	93	94	96	-20	1	92	94	95
40	CCCCC(=O)Nc1cc(C)c(NC(=O)c2cccs2)cn1	96	6	-1	100	98	96	-18	-2	95	96	95
41	CCn1c(SCc2ccc(C(=O)Nc3nccs3)cc2)nnc1-c1ccc(N)cc1	99	.	5	?	?	?	-1	2	?	?	?
42	Cc1ccc(NC(=O)CCC(=O)NNC(=O)c2cccc([N+](=O)[O-])c2)cc1C	95	11	12	98	100	98	-6	-1	101	97	100
43	O=C(c1cnn2c1NC(c1ccc(Br)cc1)CC2C(F)(F)F)N1CCN2CCCC2C1 (stereo not given)	101	11	6	99	98	99	-6	0	100	99	102
44	O=C(CSc1ccccn1)NCc1ccc2c(c1)OCO2	107	.	20	103	100	98	-6	-1	96	98	97
45	O=C(COc1ccc(Cl)cc1Cl)NC(=O)N1CCCCC1	102	.	.	92	92	93	-9	0	97	94	94
46	C/C(=N\NC(=O)c1cccc(S(=O)(=O)N2CCCCC2)c1)c1ccc(C)o1	101	.	8	97	102	99	-27	-3	101	99	99
47	CCOc1cc(C)c(Cl)cc1S(=O)(=O)n1nnc2ccccc21	101	7	-6	98	102	97	12	1	101	97	100
48	CCC(=O)Nc1ccc(C(=O)Nc2cccc(C)n2)cc1	99	-10	-3	96	101	97	-21	0	100	98	96
49	O=C(Cn1cnc2sc(-c3ccccc3)cc2c1=O)NCc1ccco1	96	-32	62*	?	?	?	14	-3	?	?	?
50	Cn1cc(CN(Cc2ccccc2)C[C@@H]2CCC(=O)N2)c(-c2ccccc2F)n1	104	-5	-7	101	102	99	-15	0	94	97	102
51	CON1C(=O)C(=O)N(OC)C2CCCCCC21 (stereo not given)	99	-3	2	98	101	96	-28	-1	104	98	98
52	CC1CCN(C(=O)C2(NC(=O)Nc3cccc(F)c3)CCCCC2)CC1	104	.	9	101	113	101	-5	2	103	102	104
53	O=C(O)CSc1nnc2c(n1)[nH]c1ccccc12	103	27	10	95	98	95	-10	-2	99	94	97
54	O=C(/C=C/Nc1ccccc1F)c1cccs1	94	-10	5	104	103	100	-55	-2	100	100	100
55	COc1ccc(NC(=O)CNc2cccc(C#N)c2)cc1Cl	101	.	11	100	104	105	-20	-2	106	98	104
56	CCOc1ccc(OCc2ccc(C(=O)NCc3cccnc3)o2)cc1	104	.	9	99	103	103	-1	-4	104	100	103
57	CC(C)(C)NC(=O)c1sccc1C(=O)O	98	9	54*	98	96	95	90*	0	97	94	97
58	CCn1c(=O)ccc2cc([N+](=O)[O-])ccc21	98	.	9	97	100	96	2	-2	98	97	97

Arranged by value in HRas wt GTP (descending): 3 from the list above.
No. | compound | HRas wt GTP
47 | CCOc1cc(C)c(Cl)cc1S(=O)(=O)n1nnc2ccccc21 | 100
36 | O=C(Nc1nn(Cc2ccccc2F)cc1Br)c1cccs1 | 98
48 | CCC(=O)Nc1ccc(C(=O)Nc2cccc(C)n2)cc1 | 96
